Bioassay records as filed in PubChem.
MgcRacGAP inhibition – MgcRacGAP GTPase-activating activity inhibitors, confirmation, biochemical, ADP Hunter fluorescence; Rac GTPase-activating protein 1 (Homo sapiens); MgcRacGAP-stimulated Rac1 GTP hydrolysis, ADP Hunter fluorescence; higher % means a stronger effect; GST-tagged Rac1 F28L mutant substrate; one-dose inhibition, % at 30 µM; IC50 in µM for titrated hits; 0.6% of 340,000 active;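 active = first-screen hits whose inhibition reached a set limit at any dose in the follow-up dose series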;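 also: fluorescence reports GDP produced by GAP-driven GTP hydrolysis; strong numbers were not always called active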
Dengue-2 NS5 capping – Dengue-2 NS5 methyltransferase inhibitors, primary screen, biochemical, confirmation dose response (AID 588689); Genome polyprotein (Dengue virus type 2 (strain 16681-PDK53)); 0.3% of 340,000 active; Dengue-2 NS5 methyltransferase capping enzyme assay, biochemical; higher % means a stronger effect; one-dose inhibition, % at 25 µM; IC50 in µM for titrated hits; in the data active = a potency from the dose series
RSV CPE inhibition – RSV antiviral activity via CPE protection, HEp-2 cells, primary 10 µM value included (AID 2391). 0.13% of 310,000 active. CPE inhibition, % at 10 µM; hits with a dose series show IC50 in µM. HEp-2 cells, RSV-induced CPE inhibition; higher % means a stronger effect; in the data active = a potency from the dose series; also: strong numbers were not always called active
Dengue-2 NS5 capping pilot replicate – also measured in Dengue-2 NS5 capping; calls as there; inhibition, %; measured here: pilot screen replicate inhibition
Active calls of the source: *. Not all compounds are listed (hit frequency here may not be typical).

SMILES | MgcRacGAP inhibition | Dengue-2 NS5 capping | RSV CPE inhibition | others
CC(NC(=O)COC(=O)COc1ccc(C(=O)c2ccccc2)cc1)c1ccccc1 (stereo not drawn) | -6% | -7% | 0.8%
O=C(Nc1cccc(S(=O)(=O)NC2=NCCC2)c1)c1cnc(Cl)c(Cl)c1 | 3% | -7% | -0.3%
CCCCc1ccc(CC(=O)Nc2cc(S(=O)(=O)N3CCOCC3)ccc2O)cc1 | 14% | 7% | 2.6%
COc1cccc(CC(=O)OCc2csc(CC(=O)Nc3ccccc3C)n2)c1 | 6% | 2% | 0.6%
N#Cc1ccccc1OCC(=O)Nc1ccc(N2CCOCC2)cc1N1CCOCC1 | 4% | -5% | 1.8%
CN(CC(=O)Nc1ccc(Cl)cc1F)C1CCS(=O)(=O)C1 (stereo not drawn) | 4% | 1% | 1.4%
COc1ccc(-c2c(C#Cc3ccsc3)c3cc(-c4ccc(OC)c(F)c4)ccc3n2C)cc1 | 7% | -2% | 0.6%
CCOC(=O)c1ccc(NS(=O)(=O)c2c(C)n[nH]c2C)cc1 | 2% | -10% | 1.8%
COc1ccc2cc(-c3ccccc3F)ncc2c1 | 9% | 6% | 14%
Cc1ccccc1OCCC(=O)Nc1ccccc1C(=O)N1CCCCC1 | 0% | -7% | 1.8%
CC(Sc1nnnn1C1CCCC1)C(=O)Nc1cccc(S(=O)(=O)N2CCOCC2)c1 (stereo not drawn) | -3% | 4% | 1.2%
COc1ccccc1N1CCN(CC(=O)Nc2ccnn2C2CCCC2)CC1 | 4% | -2% | 0.5%
CCN1CCN(c2ccc(Nc3ccnc4ccccc34)cc2)CC1 | 1% | 12% | -1.8%
CCOc1ccc(C(=O)COC(=O)C2COc3ccccc3O2)cc1 (stereo not drawn) | 4% | 3% | 0.0%
CCCOC(=O)c1cc(-c2ccc(/C=C3/C(=O)N(C)C(=O)C(C#N)=C3C)o2)ccc1Cl | 13% | -12% | 1.9% | Dengue-2 NS5 capping pilot replicate=-8.2
Cc1cccc(C(=O)NCC(=O)N2CCCCCCC2)c1 | 3% | -7% | 0.4%
O=C(NCCOC(=O)c1ccccc1)c1ccccc1 | 7% | -4% | 0.2%
O=C(Nc1ccc(N2CCN(C(=O)c3ccco3)CC2)cc1)c1cc(Br)ccc1Cl | 11% | -2% | 1.0%
N#CCCN(C(=O)COC(=O)CCC(=O)c1ccc(F)cc1)c1ccccc1 | 3% | 0% | 0.6%
CN(CC(=O)N(C)CC(=O)Nc1c(Cl)cccc1Cl)Cc1ccc(Br)s1 | 6% | -1% | -0.1%
CC(=O)c1ccc(S(=O)(=O)NCC(=O)Nc2nc3ccccc3[nH]2)cc1 | 6% | -1% | 0.5%
Cc1c(C(=O)N2CCCC(C(F)(F)F)C2)oc2ccccc12 (stereo not drawn) | -4% | 5% | 1.4%
COc1ccc(NC(=O)c2cccc(S(=O)(=O)N3CCCC3)c2)cc1OC | 10% | 5% | 2.9%
CC1CCc2sc(C(=O)NC3CCN(Cc4ccccc4)CC3)cc2C1 (stereo not drawn) | 3% | -6% | -1.4%
Cc1c(NC(=O)c2cccc(NC(=O)COc3ccccc3)c2)c(=O)n(-c2ccccc2)n1C | 5% | -4% | -0.7%

Continued, starting with the last 2 of the part before.
SMILES | MgcRacGAP inhibition | Dengue-2 NS5 capping | RSV CPE inhibition | others
CC1CCc2sc(C(=O)NC3CCN(Cc4ccccc4)CC3)cc2C1 (stereo not drawn) | 3% | -6% | -1.4%
Cc1c(NC(=O)c2cccc(NC(=O)COc3ccccc3)c2)c(=O)n(-c2ccccc2)n1C | 5% | -4% | -0.7%
CCOC(=O)c1ccc(/[N+]([O-])=C/c2ccccc2)cc1 | 8% | 8% | -0.4%
NC(=O)C1CCN(C(=O)c2ccc(NS(=O)(=O)c3ccc(F)cc3)cc2)CC1 | -4% | -9% | 0.7%
CC(=O)c1ccc(NC(=O)CN2C(=O)NC(C)(C3CCCCC3)C2=O)cc1 (stereo not drawn) | 5% | -5% | 2.4%
O=C(NCC(=O)N1CCN(S(=O)(=O)c2ccc3c(c2)OCCO3)CC1)c1ccccc1Cl | 3% | -13% | -0.1%
CN(c1ccccc1)S(=O)(=O)c1cccc(NC(=O)COc2ccccc2)c1 | 4% | 5% | 4.8%
Nc1cc(C(=O)OCC(=O)Nc2ccc(N3CCOCC3)cc2)ccc1Cl | 0% | -1% | 1.4%
CCN(Cc1cccs1)C(=O)c1cccc(S(=O)(=O)N2CCN(C)CC2)c1 | 3% | -4% | 0.1%
CC(=O)c1ccc(N2CCN(C(=O)C3CCN(C(=O)Nc4ccccc4)CC3)CC2)cc1 | 9% | -4% | 0.9%
Cc1noc(C)c1C(=O)Nc1nc2ccc(F)cc2s1 | 3% | -7% | 4.4%
O=Cc1c(Cl)cccc1Cl | 11% | 0% | -0.3%
O=C(NCCN1C(=O)S/C(=C/c2cccnc2)C1=O)c1cccs1 | 4% | 1% | 2.1%
COc1cc(NC(=O)c2ccccc2)c(OC)cc1NC(=O)CN1C(=O)NC2(CCCCC2C)C1=O (stereo not drawn) | 8% | -7% | 1.9%
COc1ccc(NC(=O)c2ccccc2NC(=O)CN2CCCCCC2)cc1 | 3% | -9% | 0.7%
Cc1ccc(C)c(NC(=O)CN(C)C(=O)c2ccc(S(=O)(=O)N(C)c3ccccc3)cc2)c1 | 7% | 1% | 0.0%
Cc1ccc(OCCNC(=O)c2ccccc2OCc2c(C)noc2C)cc1 | 5% | 3% | 1.2%
O=C(COc1ccc2ccc(=O)oc2c1)Nc1cccc(S(=O)(=O)N2CCCCC2)c1 | 4% | 7% | 0.3%
O=C(NC1CCCC1)c1cc2c(=O)n3ccccc3nc2s1 | 6% | -3% | 2.4%
Cc1cc(C)c2c(=O)[nH]c(SCC(=O)Nc3cccc(S(=O)(=O)N(C)C)c3)nc2n1 | 5% | -11% | 2.7%
CC(OC(=O)c1cc2ccccc2o1)C(=O)Nc1ccc(N2CCOCC2)cc1 (stereo not drawn) | 4% | -2% | 0.9%
Nc1c(C(=O)CSc2ncccn2)c(=O)[nH]c(=O)n1C1CC1 | -2% | -2% | -0.3%
COc1cc(C(C)=O)ccc1OCC(=O)OCC(=O)c1cc(C)n(CC2CCCO2)c1C (stereo not drawn) | 5% | 1% | 2.5%
Cc1ccc(/C=N/NC(=O)c2ccc(-n3cnnn3)cc2)cc1 | 6% | -6% | 1.3%
Cc1cccc(NS(=O)(=O)c2cccc(C(=O)NCc3ccccc3CN3CCOCC3)c2)c1 | -1% | -4% | 1.0%
CC(C)Sc1nnc(SCC(=O)N(C)C2CCS(=O)(=O)C2)s1 (stereo not drawn) | 8% | -9% | 0.7%
Nn1c(COc2cccc(Br)c2)nnc1SCC(=O)NCC1CCCO1 (stereo not drawn) | 6% | -9% | 0.7%

Ordered by molar mass (rising): some entries from above.
SMILES | MgcRacGAP inhibition | Dengue-2 NS5 capping | RSV CPE inhibition | others
Cc1noc(C)c1C(=O)Nc1nc2ccc(F)cc2s1 | 3% | -7% | 4.4%
O=C(NC1CCCC1)c1cc2c(=O)n3ccccc3nc2s1 | 6% | -3% | 2.4%
Nc1c(C(=O)CSc2ncccn2)c(=O)[nH]c(=O)n1C1CC1 | -2% | -2% | -0.3%
O=C(NCCN1C(=O)S/C(=C/c2cccnc2)C1=O)c1cccs1 | 4% | 1% | 2.1%
CC(=O)c1ccc(NC(=O)CN2C(=O)NC(C)(C3CCCCC3)C2=O)cc1 (stereo not drawn) | 5% | -5% | 2.4%
Cc1ccc(OCCNC(=O)c2ccccc2OCc2c(C)noc2C)cc1 | 5% | 3% | 1.2%
COc1ccc(NC(=O)c2ccccc2NC(=O)CN2CCCCCC2)cc1 | 3% | -9% | 0.7%
CC(C)Sc1nnc(SCC(=O)N(C)C2CCS(=O)(=O)C2)s1 (stereo not drawn) | 8% | -9% | 0.7%
Nc1cc(C(=O)OCC(=O)Nc2ccc(N3CCOCC3)cc2)ccc1Cl | 0% | -1% | 1.4%
CC(OC(=O)c1cc2ccccc2o1)C(=O)Nc1ccc(N2CCOCC2)cc1 (stereo not drawn) | 4% | -2% | 0.9%
CN(c1ccccc1)S(=O)(=O)c1cccc(NC(=O)COc2ccccc2)c1 | 4% | 5% | 4.8%
CCN(Cc1cccs1)C(=O)c1cccc(S(=O)(=O)N2CCN(C)CC2)c1 | 3% | -4% | 0.1%
CC(=O)c1ccc(N2CCN(C(=O)C3CCN(C(=O)Nc4ccccc4)CC3)CC2)cc1 | 9% | -4% | 0.9%
O=C(COc1ccc2ccc(=O)oc2c1)Nc1cccc(S(=O)(=O)N2CCCCC2)c1 | 4% | 7% | 0.3%
Cc1ccc(C)c(NC(=O)CN(C)C(=O)c2ccc(S(=O)(=O)N(C)c3ccccc3)cc2)c1 | 7% | 1% | 0.0%
O=C(NCC(=O)N1CCN(S(=O)(=O)c2ccc3c(c2)OCCO3)CC1)c1ccccc1Cl | 3% | -13% | -0.1%
COc1cc(NC(=O)c2ccccc2)c(OC)cc1NC(=O)CN1C(=O)NC2(CCCCC2C)C1=O (stereo not drawn) | 8% | -7% | 1.9%

Continued.
SMILES | MgcRacGAP inhibition | Dengue-2 NS5 capping | RSV CPE inhibition | others
N#Cc1ccc(C(=O)N2CCN(S(=O)(=O)c3ccc(Cl)s3)CC2)cc1 | 2% | 6% | 0.7%
CC(C)c1ccc(S(=O)(=O)N2CCN(C(C)C(=O)NC3CCCC3)CC2)cc1 (stereo not drawn) | 4% | -4% | -0.1%
Cc1ccc(NC(=O)CSCC(=O)NNC(=O)c2nn(C)c(=O)c3ccccc23)cc1 | 3% | -2% | 0.7%
C[C@H]1O[C@H](O[C@H]2[C@H](O[C@@H]3CC[C@@]4(C)C(CC[C@]5(C)C4CC=C4[C@@H]6CC(C)(C)CC[C@]6(C(=O)O[C@@H]6O[C@H](CO)[C@@H](O)[C@H](O)[C@H]6O)CC[C@]45C)C3(C)C)O[C@H](C(=O)O)[C@@H](O)[C@@H]2O)[C@@H](O)[C@@H](O)[C@@H]1O (stereo partly drawn) | -4% | 1% | 1.5%
COc1ccc(/C=C/C(=O)NNC(=O)c2ccncc2)c(OC)c1 | 8% | 3% | 0.0%
O=S(=O)(NCCOc1ccccc1Cl)c1ccc2oc3ccccc3c2c1 | -3% | -5% | 8.7%
CCc1nn2c(=O)cc(COC(=O)c3cc(Cl)c(OC)c(OC)c3)nc2s1 | 6% | -7% | 2.5%
O=C(CNC(=O)c1ccccc1Cl)Nc1ccncc1 | 4% | -11% | 1.8%
COc1ccc(C(=O)N2CCN(c3ccc(C(C)=O)cc3F)CC2)cc1S(=O)(=O)NC1CC1 | 3% | 2% | -0.3%
COc1ccc(NC(=O)CSc2nnc(C)s2)cc1S(=O)(=O)N1CCOCC1 | 12% | -4% | 1.2%
O=C(c1cn(Cc2ccccc2)nc1-c1ccc(Cl)cc1)N1CCN(c2ccccn2)CC1 | 3% | -12% | -0.1%
C=CCN1C(=O)c2ccc(C(=O)NCC(=O)Nc3c(C)cc(C)cc3C)cc2C1=O | -4% | 1% | -0.6%
CC(C)n1nccc1NS(=O)(=O)c1ccccc1 | 1% | 2% | 1.6%
COc1ccc(CCNC(=O)COC(=O)C2CC2C)cc1OC (stereo not drawn) | 4% | -6% | 0.4%
Cc1ccc(C(=O)c2ccccc2C(=O)OCC(=O)N2CC(C)CC(C)C2)cc1 (stereo not drawn) | 0% | 6% | 0.2%
COc1ccc(C2=CC(=O)C[C@H](c3ccc4c(c3)OCO4)C2)cc1 | 3% | -6% | 1.5%
